SIRT5 block = SIRT5 desuccinylase inhibitors, primary screen, biochemical, fluorescence imaging, single point, set 5; NAD-dependent protein deacylase sirtuin-5, mitochondrial (Homo sapiens), Q9NXA8; Purified SirT5, succinyl-peptide AMC, trypsin-coupled fluorescence; inhibition, % at 15 µM; actives 1.1% (n = 330,000); in the data active = inhibition above about 15%; inconclusive = no clear call, values can overlap the other calls
Target sequence (Q9NXA8 whole entry, looked up): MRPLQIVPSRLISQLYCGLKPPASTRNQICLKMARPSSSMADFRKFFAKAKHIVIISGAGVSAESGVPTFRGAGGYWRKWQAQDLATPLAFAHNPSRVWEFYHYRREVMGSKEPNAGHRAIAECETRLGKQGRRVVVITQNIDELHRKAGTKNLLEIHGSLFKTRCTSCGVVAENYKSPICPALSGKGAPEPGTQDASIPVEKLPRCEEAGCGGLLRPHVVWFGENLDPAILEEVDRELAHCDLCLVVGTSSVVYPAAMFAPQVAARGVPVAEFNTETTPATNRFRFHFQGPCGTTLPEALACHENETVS
EWS-Fli inh = EWS/Fli-driven NR0B1 reporter inhibitors, primary screen, A673 cells, NR0B1 luciferase, luminescence, MLPCN library; AID 651661, 2012; actives 0.67% (n = 350,000); inhibition, % at 12.6 µM; viability-normalised;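 active = mean inhibition of at least 50% after viability correction, with every replicate also passing that limit; inconclusive = mean reaches 50% but only one of two replicates passes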;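 note: firefly luciferase signal divided by Alamar Blue viability fluorescence both relative to DMSO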
Casp6 inh = human caspase-6 inhibitors, primary screen, biochemical, VEID-R110 fluorescence, single point, set 2 | P55212 | purified caspase-6, Z-VEID-R110 cleavage fluorescence | inhibition, % at 12.5 µM | actives 0.53% (n = 350,000);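 active = mean inhibition across replicates at least about 35%, with every replicate also reaching that limit, limit read from the data; inconclusive = only one of the two criteria met; inactive = neither criterion met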;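 note: 0% = median of neutral control wells and 100% = no fluorescence left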
Target sequence (P55212 24-179 limits assumed): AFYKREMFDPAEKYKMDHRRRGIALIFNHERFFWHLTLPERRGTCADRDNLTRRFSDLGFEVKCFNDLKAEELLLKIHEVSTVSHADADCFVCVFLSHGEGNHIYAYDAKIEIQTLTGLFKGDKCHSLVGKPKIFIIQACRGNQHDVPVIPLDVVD
Target sequence (P55212 194-293 limits assumed): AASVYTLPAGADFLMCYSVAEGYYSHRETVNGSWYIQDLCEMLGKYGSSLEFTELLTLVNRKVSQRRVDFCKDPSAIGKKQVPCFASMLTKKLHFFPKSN
ARNT TACC3 PPI = disruptors of ARNT/TACC3 protein interaction, primary screen, biochemical, AlphaScreen, single concentration; Transforming acidic coiled-coil-containing protein 3 (Homo sapiens), Q9Y6A5; AlphaScreen His-ARNT PAS-B/GST-TACC3 binding, luminescence; TACC3 fragment carries E629A point mutation; inhibition, % at 9.99 µM; actives 0.66% (n = 390,000);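 active = mean inhibition of replicates at least 50% and at least half of replicates each reaching 50%; inconclusive = half or more replicates reach 50% but mean below 50%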;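 note: 0% = complete ARNT plus TACC3 wells and 100% = ARNT alone without TACC3; many hits fall short of the cut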
LGR2 antag = inhibitors of bursicon-induced LGR2 CRE-luciferase signal, primary screen, cell-based, HEK293, CRE-luciferase reporter, bursicon stimulation | bursicon-stimulated, 4 h | inhibition, % at 9.99 µM | actives 0.35% (n = 380,000);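 active = drop in luminescence signal, shown as inhibition above about 50% in the replicate tests, limit read from the data, passing the limit was not always enough; inconclusive = probably only some replicates passing the limit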;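 note: agonist challenge used bursicon conditioned medium at about half maximal strength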
PAX8 reporter = inhibitors of PAX8-driven TPO luciferase reporter, primary screen, RMG-I cells, single concentration | actives 1.2% (n = 360,000) | SteadyGlo, 24 h | inhibition, % at 12.6 µM;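 active = mean replicate inhibition at least 60% with every replicate also reaching 60%; inconclusive = only one of the two criteria is met; inactive = mean below 60% and not all replicates reaching 60%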;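 note: luciferase light reporting Pax8 driven TPO promoter activity; plate controls were median of neutral control wells for no effect and mitoxantrone controls for full effect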
DENV2 CPE = inhibitors of DENV2 cytopathic effect, primary screen, cell-based, plate reader, single concentration. DENV2-infected cells, cytopathic effect rescue. CPE inhibition, % at 9.99 µM. actives 1.7% (n = 350,000); in the data active = CPE inhibition above about 20%, passing the limit was not always enough; inconclusive = no clear call, values can overlap the other calls; tested in BHK-21 cells;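 note: 0% = median of neutral control wells and 100% = median of positive control wells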
* hit, by the source's call; ? = inconclusive; . = no result given; & = joins results of further samples.

SMILES	SIRT5 block	EWS-Fli inh	Casp6 inh	ARNT TACC3 PPI	LGR2 antag	PAX8 reporter	DENV2 CPE
O=C(c1cc2c(c(-c3cccc(-c4ccc(F)cc4)c3)n1)[C@H](CCO)N(C(=O)c1ccc3c(c1)OCO3)C2)N1CCOCC1	.	12	-1	.	-2	3	?
CC(=O)N1CCN(c2ccc(NC(=O)C(c3ccccc3)c3ccccc3)cc2)CC1	-1	-7	-2	1	.	-4	6
O=C(/C=C/c1cccc(Cl)c1)N1CCC(Cc2ccccc2)CC1	.	.	.	-4	-56	-6	.
CC(C)NC(=O)Nc1ccc2c(c1)C(=O)N([C@H](C)CO)C[C@H](C)[C@H](CN(C)C)OCCCC[C@@H](C)O2	-2	.	-2	-8	-2	-6	0
Cc1ccc(Nc2c(-c3ccc(C)o3)nc3ncccn23)cc1	-4	-2	2	0	-46	6	4
CC(=O)N1[C@H](CO)[C@H]2c3ccccc3N(S(=O)(=O)c3ccc(F)cc3)C[C@H]21	.	1	.	3	2	-4	.
C[C@@H]1CCCCO[C@@H](CN(C)C(=O)NC2CCCCC2)[C@H](C)CN([C@H](C)CO)C(=O)c2cc(NS(=O)(=O)c3ccc(F)cc3)ccc2O1	6	10	0	-4	8	17	14
O=C(/C=C/c1ccccc1O)c1ccco1	1	-22	2	8	-5	-9	4
Nc1ncc(N=Nc2cc(C(=O)O)ccc2Cl)s1	7	-3	10	5	13	-4	-1
CC(=O)Nc1ccc(NC(=O)CSc2nc(N)c(NC(=O)c3ccco3)c(=O)[nH]2)cc1	2	5	-1	2	5	8	0
CCCC(=O)Nc1ccc2c(c1)OC[C@@H](C)N(C(=O)c1cccnc1)C[C@@H](C)[C@H](OC)CN(C)C2=O	-3	4	-1	3	-14	4	13
CN1C(=O)c2cc(NC(=O)Nc3ccccc3F)ccc2OC[C@H]2O[C@@H](CC(=O)NCCc3ccncc3)CC[C@H]21	-1	-4	.	-8	11	-6	0
Cc1cn(CC(=O)NCC(C)c2ccccc2)c(=O)[nH]c1=O (configuration not stated)	-1	8	-2	-4	4	3	?
CCC(C(=O)NC1CCCCCC1)c1ccccc1 (configuration not stated)	-4	15	-3	-1	2	-1	0
Cc1c(NC(=O)CSc2nncn2-c2ccccc2)c(=O)n(-c2ccccc2)n1C	0	-3	0	1	0	-4	3
CC1Cn2c(nnc2-c2cc3ccccc3cc2O)S1 (configuration not stated)	-9	12	4	36	.	.	-4
CCCc1cc(=O)oc2cc(C)cc(OC(C)C(=O)NCc3cccnc3)c12 (configuration not stated)	-4	-1	1	0	11	0	-3
CC(NC(=O)Nc1ccc(Br)cc1)C(C)(C)C (configuration not stated)	1	-60	0	.	-50	-50	3
Cc1ccc(OCCOc2ccc(Br)cc2)c([N+](=O)[O-])n1	-1	-48	1	-3	.	-140	-3
COc1ccc(O)c(CN2CCN(CCc3ccccc3)C(CCO)C2)c1 (configuration not stated)	1	13	.	-1	13	2	.
Cc1ccc(-c2cnc3c(c2)C(=O)N([C@@H](C)CO)C[C@H](C)[C@@H](CN(C)Cc2ccccc2C(=O)O)O3)cc1	-6	-11	-1	8	8	.	11
CS(=O)(=O)Cc1ccc(C(=O)N(CCc2ccccc2)Cc2ccccc2)cc1	2	.	0	-3	8	-3	?
CCS(=O)(=O)Nc1ccc2c(c1)C(=O)N(C)[C@H]1CC[C@@H](CC(=O)Nc3ccccc3)O[C@@H]1CO2	1	-6	0	7	4	2	0
O=C(CC1S/C(=N/N=C/c2cccs2)NC1=O)Nc1ccc(Cl)cc1 (configuration not stated)	-1	7	0	0	-4	-9	-7
C[C@H]1CN([C@@H](C)CO)C(=O)CCCn2nncc2CO[C@H]1CN(C)S(=O)(=O)c1ccc(Oc2ccccc2)nc1	1&1	3&-4	0&-2	-1	-8	13&-37	-7&0
CO[C@@H]1CN(C)C(=O)c2cc(NS(=O)(=O)c3ccccc3F)ccc2OC[C@H](C)NC[C@@H]1C	1	2	4	-7	20	.	-2
CCCCN(CCCC)CCCNC(=O)Cn1cc2c(n1)-c1c(oc(C(=O)N3CCCC3)c1C)CC2	-2	.	-24	-1	10	7	8
CCOC(=O)C1(CCCc2ccccc2)CCN(C(=O)C(C)n2cncn2)CC1 (configuration not stated)	1	-9	1	4	6	-11	0
CC(=O)N(CC1CCCO1)c1nnc(-c2cnccn2)s1 (configuration not stated)	-5	.	2	-4	.	12	.
O=C(O)CCCNC(=O)Nc1ccccc1	.	-7	2	-3	-10	7	4

Complete entries from above.
O=C(O)CCCNC(=O)Nc1ccccc1 is entered as SIRT5 block: .; EWS-Fli inh: -7; Casp6 inh: 2; ARNT TACC3 PPI: -3; LGR2 antag: -10; PAX8 reporter: 7; DENV2 CPE: 4
CC(=O)N(CC1CCCO1)c1nnc(-c2cnccn2)s1 (configuration not stated) is entered as SIRT5 block: -5; EWS-Fli inh: .; Casp6 inh: 2; ARNT TACC3 PPI: -4; LGR2 antag: .; PAX8 reporter: 12; DENV2 CPE: .

Further results
SMILES	SIRT5 block	EWS-Fli inh	Casp6 inh	ARNT TACC3 PPI	LGR2 antag	PAX8 reporter	DENV2 CPE
O=C(Nc1nccs1)c1ccc2c(=O)n3c(nc2c1)CCCCC3	.	-26	.	-2	-10	-50	.
COCC(=O)N[C@H]1C=C[C@@H](CC(=O)NCc2ccc(Cl)cc2)O[C@@H]1CO	.	2	.	.	-3	5	.
C[C@H](CO)N1C[C@H](C)[C@@H](CN(C)Cc2ccc(F)cc2)Oc2ncc(C3=CCCC3)cc2C1=O	0	-2	0	3	-1	.	-5
Cc1nc2ccc(C(=O)O)cc2nc1C	.	.	.	1	-8	-8	.
COc1ccc(NC(=O)C(C)SCc2ccccc2)cc1OC (configuration not stated)	.	-5	0	3	20	30	5
Cc1ccc(CS(=O)(=O)Cc2ccc(C(=O)NCCc3ccccc3)o2)cc1	7	.	1	-4	1	9	0
COc1ccc(/C=C(/C(=O)c2cccs2)N2C=CC=CC2=C(C#N)C#N)cc1	-2	79*	-3	.	.	-8	-4
CCC(=O)N(C)C[C@H]1Oc2cc(C#C[C@@H](C)O)ccc2S(=O)(=O)N([C@@H](C)CO)C[C@H]1C	-2	11	-1	-8	-10	-6	13
CCN(CC)S(=O)(=O)c1ccc(NC(=O)CSc2nnc(-c3cccc(OC)c3)n2C)cc1	-4	-3	1	-14	10	.	-9
C(=C\c1ccccc1)/CN1CCN(C(c2nnnn2-c2ccc3c(c2)OCCO3)C2CC2)CC1 (configuration not stated)	0	9	3	.	-16	-2	4
COc1ccc(CCN2CC(C(=O)NCCc3ccccc3C)CCC2=O)cc1 (configuration not stated)	-3	.	-4	2	-8	-4	-5
Cc1cccn2c(CNCCc3ccco3)c(C(=O)N3CCOCC3)nc12	2	.	-1	8	8	4	-7
Cn1ccnc1SCC(=O)Nc1ccc2c(c1)OCCO2	1	.	-2	0	-11	-116	-7
C[C@H]1CCCCO[C@H](CN(C)C(=O)Nc2ccccc2)[C@@H](C)CN([C@@H](C)CO)C(=O)c2cc(N(C)C)ccc2O1	3	-3	0	6	2	4	-12
Cc1ccc(CNC(=O)C(=O)NCCC2CCCCN2S(=O)(=O)c2cccs2)cc1 (configuration not stated)	6	5	1	-5	-3	13	4

An excerpt from above in order of number of heavy atoms, lowest first.
SMILES	SIRT5 block	EWS-Fli inh	Casp6 inh	ARNT TACC3 PPI	LGR2 antag	PAX8 reporter	DENV2 CPE
Cc1ccc(CS(=O)(=O)Cc2ccc(C(=O)NCCc3ccccc3)o2)cc1	7	.	1	-4	1	9	0
C[C@H](CO)N1C[C@H](C)[C@@H](CN(C)Cc2ccc(F)cc2)Oc2ncc(C3=CCCC3)cc2C1=O	0	-2	0	3	-1	.	-5
C[C@H]1CCCCO[C@H](CN(C)C(=O)Nc2ccccc2)[C@@H](C)CN([C@@H](C)CO)C(=O)c2cc(N(C)C)ccc2O1	3	-3	0	6	2	4	-12

New compounds follow.
SMILES	SIRT5 block	EWS-Fli inh	Casp6 inh	ARNT TACC3 PPI	LGR2 antag	PAX8 reporter	DENV2 CPE
CC(C)Cn1c(N)c(C(=O)COC(=O)c2ccc(F)cc2)c(=O)n(C)c1=O	-11	3	0	-4	10	26	.
COc1cc(C(=O)NNC(=S)NCc2ccco2)cc(OC)c1OC	-6	4	1	-10	-7	7	10
COc1cccc(CN2[C@@H]3CN(C(=O)C4CC4)c4ccccc4[C@@H]3[C@@H]2CO)c1	-2	4	0	0	11	13	-2
CC(C)(C)OC(=O)COc1cccc(C(=O)CCN2CCOCC2)c1	0	-10	-1	.	.	4	-4
COc1ccc(N2CCN(CCNC(=O)C3CC(=O)N(C4CCCC4)C3)CC2)cc1 (configuration not stated)	0	6	.	-1	-1	.	-1
Cc1cc(C(=O)COC(=O)c2ccc(N)cc2)c(C)n1-c1c(C)n(C)n(-c2ccccc2)c1=O	3	-1	5	-4	7	12	0
CCCN1C[C@H](C)[C@@H](OC)CN(C)C(=O)c2ccc(NC(=O)c3ccccc3)cc2OC[C@H]1C	-1	0	.	-3	-20	.	2
Cc1ccc(S(=O)(=O)N(C)C[C@@H]2OCCCC[C@H](C)Oc3ccc(NC(=O)Nc4ccc5c(c4)OCO5)cc3C(=O)N([C@@H](C)CO)C[C@H]2C)cc1	1	1	-1	-4	6	-14	3
CO[C@H]1CN(C)C(=O)c2cc(NC(=O)c3cccc(F)c3)ccc2OC[C@@H](C)N(CC2CC2)C[C@H]1C	2	5	1	-9	4	3	0
CCc1c(C)sc(NC(=O)c2noc(C)c2[N+](=O)[O-])c1C#N	1	9	2	-4	7	22	-8
COc1ccc(NS(=O)(=O)c2ccc(NS(=O)(=O)c3cccs3)cc2)cc1	-2	14	2	-3	-3	-3	6
C[C@H]1CN([C@@H](C)CO)C(=O)c2cccc(NC(=O)C3CC3)c2O[C@@H]1CN(C)C	4	2	-2	1	-12	-4	23*
CN1CCN(C(=O)C[C@@H]2CC[C@H]3[C@@H](COC[C@@H](O)CN3S(=O)(=O)c3cccc(Cl)c3)O2)CC1	-2	-45	-1	-8	2	-16	12
Cc1cc(Br)ccc1OCC(=O)N(Cc1nc(-c2ccccc2)no1)C(C)C	1	.	-3	-1	14	.	.
C/C=C(/C)C(=O)O[C@@H]1Cc2c(ccc3ccc(=O)oc23)OC1(C)C	.	-8	.	0	9	-15	.
N#Cc1cccnc1N1CCN(C(=O)c2ccccc2)CC1	-7	-10	0	-1	7	-2	52*
COc1ccc(C(c2c[nH]c3ccccc23)c2c[nH]c3ccccc23)cc1O	.	8	0	6	8	-19	14
COc1ccc(NC(=O)c2cc(S(=O)(=O)N3CCCC3)oc2C)cc1	-2	-9	3	-4	-5	-6	-2
Cn1c(=O)c2c(nc(SCc3ccc(C(=O)O)cc3)n2C)n(C)c1=O	1	1	12	-7	30	18	4
COc1ccc(NC(=O)CN2C(=O)N(C)Cc3ccccc32)c(C)c1	-1	13	-1	1	.	11	4
N=C(N)SCc1ccccc1Cl	.	.	.	-2	17	-28	.
CCN(c1ccccc1)S(=O)(=O)c1ccc(Cl)c(NC(=O)CSc2nc(N)cc(=O)[nH]2)c1	.	5	4	.	10	0	9
COc1ccc([N+](=O)[O-])cc1NC(=O)C1C2C=CC(C2)C1C(=O)O (configuration not stated)	-3	-1	3	-1	-25	14	14
CCN(CCO)C(=S)Nc1cc(S(=O)(=O)N(C)C)ccc1C	0	7	5	-6	6	-8	3
O=C(C[C@@H]1C[C@H]2c3cc(NC(=O)Nc4ccccc4F)ccc3O[C@H]2[C@H](CO)O1)NC1CCCCC1	8	-5	1	1	19	23	-4
CCCNC(=O)N1C[C@@H](C)[C@H](OC)CN(C)C(=O)c2ccc(NS(C)(=O)=O)cc2OC[C@H]1C	.	-4	-1	1	18	.	9
Cc1ccc(S(=O)(=O)N(C)C[C@@H]2OCCCC[C@H](C)Oc3ccc(NC(=O)NC(C)C)cc3C(=O)N([C@H](C)CO)C[C@@H]2C)cc1	2	-3	3	0	19	-23	2
CCCn1c(SCC(=O)N(C)C2CCS(=O)(=O)C2)nc2sc3c(c2c1=O)CCC3 (configuration not stated)	-2	4	2	-1	-3	-25	-4

High-throughput results as filed in PubChem.
